Screening results as filed in PubChem.
H37Rv inhibition = M. tuberculosis growth inhibition, HTS (AID 449762) | 330,000 compounds, 0.59% hits | inhibition, % at 25 µM; hits with a dose series show IC50 in µM | M. tuberculosis H37Rv growth inhibition, 7H9 media; higher % means a stronger effect; in the data active = a potency from the dose series; inconclusive = inhibition above about 70% without an active follow-up result;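 note: bacterial growth assessed after seven days of incubation; strong numbers were not always called active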
H1N1 NS1A inhibition = NS1A inhibition, H1N1 influenza, cell based functional assay (AID 504329); one-dose inhibition, % at 12.5 µM; IC50 in µM for titrated hits; NS1A functional cell-based assay, percent inhibition; higher % means a stronger effect; 340,000 compounds, 0.3% hits; in the data active = a potency from the dose series; inconclusive = inhibition above about 27% without an active follow-up result; note: strong numbers were not always called active
inhibitors of VEEV = inhibitors of VEEV TC-83 cytopathic effect, confirmation, Vero cells (AID 588727). 350,000 compounds, 0.13% hits. Vero cells, VEEV TC-83 cytopathic effect inhibition; higher % means a stronger effect. one-dose inhibition, % at 20 µM; IC50 in µM for titrated hits; in the data active = a potency from the dose series; inconclusive = inhibition mostly from about 14% at the one dose, without a potency; inactive = the rest, 99 in 100 with inhibition below about 12%; note: strong numbers were not always called active
PhoP GFP inhibition = PhoP regulon inhibitors, Salmonella typhi PhoP promoter GFP reporter, confirmatory (AID 1850). 310,000 compounds, 0.33% hits. one-dose inhibition, % at 50 µM; IC50 in µM for titrated hits. Salmonella Typhi PhoP-promoter GFP reporter, fluorescence, 4 h; higher % means a stronger effect; in the data active = a potency from the dose series; inconclusive = inhibition mostly from about 25% at the one dose, without a potency; inactive = the rest, 99 in 100 with inhibition below about 19%;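 note: 0% = induced wells with vehicle and 100% = uninduced wells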
M. tuberculosis = growth inhibition of non-replicating M. tuberculosis (AID 488890). Mycobacterium tuberculosis non-replicating, growth inhibition; higher % means a stronger effect. one-dose inhibition, % at 25 µM; IC50 in µM for titrated hits. 320,000 compounds, 0.39% hits; in the data active = a potency from the dose series; inconclusive = inhibition mostly from about 82% at the one dose, without a potency; inactive = the rest, 99 in 100 with inhibition below about 76%;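 note: plate controls were DMSO cells for no effect and high antibiotic wells for full effect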
inhibitors of VEEV 10K pilot screen = recorded beside inhibitors of VEEV, whose call it bears; inhibition, %; measured here: 10K pilot screen inhibition
Numbers without * were called inactive; i = inactive; ? = inconclusive; / = no result given; & = joins results of further samples.

The first 7 records, to show the layout:
SMILES	H37Rv inhibition	H1N1 NS1A inhibition	inhibitors of VEEV	PhoP GFP inhibition	M. tuberculosis	others
CCOC(=O)c1ccccc1NC(=O)CN(c1cccc(OC)c1)S(C)(=O)=O	-5%	2%	7.0%	-3%	12%
C=CCN(CC=C)S(=O)(=O)c1ccc(C(=O)Nc2sc3c(c2C(N)=O)CCCCC3)cc1	5%	29%	i	-15%	0%
COc1ccc(C(=O)Nc2ccc3c(c2)C(=O)NC3=O)cc1	-9%	27%	1.9%	-13%	/
Cc1cc(NC(=O)CSCC(=O)Nc2nc3ccccc3s2)no1	-7%	-8%	2.1%	/	9%
NC(=O)C1CCN(C(=O)Cc2ccsc2)CC1	-9%	-6%	i	-8%	-6%
COCCCNC(=O)CN(c1ccc(F)cc1)S(=O)(=O)c1ccc2c(c1)OCCO2	1%	2%	1.9%	6%	2%
CCn1c(COc2ccc(Cl)cc2)nnc1SCC(=O)Nc1ccc2c(c1)OCO2	-4%	-2%	0.4%	-1%	15%

All compounds of this part, repeating the preview:
SMILES	H37Rv inhibition	H1N1 NS1A inhibition	inhibitors of VEEV	PhoP GFP inhibition	M. tuberculosis	others
CCOC(=O)c1ccccc1NC(=O)CN(c1cccc(OC)c1)S(C)(=O)=O	-5%	2%	7.0%	-3%	12%
C=CCN(CC=C)S(=O)(=O)c1ccc(C(=O)Nc2sc3c(c2C(N)=O)CCCCC3)cc1	5%	29%	i	-15%	0%
COc1ccc(C(=O)Nc2ccc3c(c2)C(=O)NC3=O)cc1	-9%	27%	1.9%	-13%	/
Cc1cc(NC(=O)CSCC(=O)Nc2nc3ccccc3s2)no1	-7%	-8%	2.1%	/	9%
NC(=O)C1CCN(C(=O)Cc2ccsc2)CC1	-9%	-6%	i	-8%	-6%
COCCCNC(=O)CN(c1ccc(F)cc1)S(=O)(=O)c1ccc2c(c1)OCCO2	1%	2%	1.9%	6%	2%
CCn1c(COc2ccc(Cl)cc2)nnc1SCC(=O)Nc1ccc2c(c1)OCO2	-4%	-2%	0.4%	-1%	15%
CC1(C)C(=O)N(c2ccccc2Cl)C(=O)c2ccccc21	-4%	-1%	1.1%	4%	1%
COc1ccc2oc(C(=O)N3CCN(C(c4ccccc4)c4ccccc4)CC3)c(C)c2c1	17%	-1%	1.8%	3%	-10%
COc1cccc2c1OCC(CN1CCN(CCC(C)C)C(CCO)C1)=C2 (stereo not drawn)	-5%	3%	i	2%	-2%
COc1ccc(/C=C/C(=O)OCC(=O)c2ccc(S(=O)(=O)N3CCCCC3)cc2)cc1OC	1%	-18%	9.0%	-1%	4%
COc1ccc(CNC(=O)Cc2cn(C)c3ccccc23)c(OC)c1	4%	3%	1.1%	2%	12%
COC(=O)C1=C(c2c(C)noc2C)C[C@@H]2CC[C@H]1N2C(=O)NCCOc1ccccc1Cl	-8%	2%	i	/	-3%
O=C(Nc1cccc(S(=O)(=O)N2CCCCC2)c1)c1c2c(nc3ccccc13)CCN(Cc1ccccc1)C2	7%	8%	7.7%	-4%	1%
Cc1cc(S(=O)(=O)N2CCCC(C(=O)Nc3ccc(C(=O)O)cc3)C2)ccc1Cl (stereo not drawn)	0%	4%	2.0%	1%	4%
CCOc1ccc(N(C)S(=O)(=O)c2ccc3[nH]cc(C(=O)NCCOC)c(=O)c3c2)cc1	-6%	6%	6.3%	-3%	6%
CCn1c(C(C)NC(=O)c2ccc(Cl)cc2)n[nH]c1=S (stereo not drawn)	1%	-7%	1.5%	-15%	12%
O=C(C1=C[C@@H](C2CCCCC2)C[C@@H](OCc2ccc(CO)cc2)O1)N1CCN(Cc2ccc3c(c2)OCO3)CC1	-1%	-11%	1.3%	-2%	9%
CCOc1cccc(/C=N/N2C(C)CCCC2C)c1O (stereo not drawn)	0%	-10%	i	3%	-5%
COc1ccc(-n2cc(-c3ccccc3)[n+]3c2CCCCC3)cc1	2%	-6%	i	-14%	12%
CCc1ccc(-n2c(=O)c3c(C)c(C(=O)N(C)C)sc3n(CC(=O)NCc3ccco3)c2=O)cc1	-3%	1%	i	-10%	4%
O=C(O)c1ccc(N=Cc2nc(-c3ccco3)oc2O)cc1	8%	8%	0.1%	6%	56%
CC(C)C1CC(c2ccccc2)(C(CN)CO)CCO1 (stereo not drawn)	-13%	-3%	0.4%	13%	-11%
CCc1cc2cccc(C)c2nc1SCC(=O)Nc1cc(C)on1	9%	-15%	2.3%	-6%	-5%
Cc1cc(C)cc(C(=O)NCC(=O)OCC(=O)N2c3ccccc3NC(=O)C2(C)C)c1	11%	-4%	1.1%	0%	29%
COC(=O)[C@@]12CCCN1[C@H](c1ccc(-c3ccc(OC)cc3)c(OC)c1)[C@H]1C(=O)N(C)C(=O)[C@H]12	6%	4%	1.0%	10%	-2%
COc1ccc2c(c1)[C@H]1[C@H](CO2)[C@H](c2ccccc2)[C@]2(C)C(=O)N[C@H](C)C(=O)N12	-9%	0%	i	/	-21%
CCn1c(SCC(=O)Nc2sc3c(c2C#N)CCCC3)nnc1-c1ccco1	-1%	2%	0.2%	0%	-6%
Cc1ccc([N+](=O)[O-])cc1S(=O)(=O)Nc1cccc(-c2ccc(N3CCOCC3)nn2)c1	-9%	-10%	9.3%	2%	12%
O=C1CCCN2N=C(SCC(=O)Nc3ccc(Br)cc3)SC2=N1	9%	-4%	i	-3%	15%
CCCCNC(=O)c1cc2c(=O)n3cccc(C)c3nc2s1	6%	-17%	1.0%	-9%	-3%
Cc1ccc(NC(=O)C2CCN(S(=O)(=O)c3cc([N+](=O)[O-])ccc3Cl)CC2)nc1	?	1%	4.5%	/	36%
CCCCc1nc2ccccc2[nH]1	-2%	-5%	0.7%	9%	-5%
Cc1cc(C)nc(NN2C(=O)/C(=C/c3ccccc3)SC2=S)n1	2%	2%	i	2%	2%
COC(=O)/C=C/c1ccc(-n2ccnc2)cc1	6%	-5%	1.7%	-1%	20%
CN(Cc1c(C(=O)N/N=C/c2ccccc2)nnn1-c1nonc1N)c1ccccc1	1%	0%	2.0%	-31%	6%
COC(=O)[C@]1(Cc2ccccc2)N[C@H](CN(C)C(=O)Nc2ccc(F)cc2)[C@@H]2C(=O)N(C)C(=O)[C@@H]21	1%	-2%	0.8%	/	-2%
O=C(/C=C/c1ccc([N+](=O)[O-])cc1)NCc1ccco1	0%	-3%	i	-2%	40%
Cn1cnnc1SCC(=O)Nc1ccccc1F	-8%	-4%	0.5%	5%	1%
COc1ccc(-c2nc(-c3ccc(C(=O)O)cc3)no2)cc1	?	8%	0.2%	-18%	12%	inhibitors of VEEV 10K pilot screen=1.3
CCOc1ccc(CCNC(=O)CS(=O)(=O)Cc2nc(-c3ccc(OC)cc3)oc2C)cc1	-6%	-2%	0.8%	10%	19%
Cc1ccc(-n2nc3ccc(NC(=O)/C=C/c4ccco4)cc3n2)cc1	11%	-8%	4.7%	10%	22%	inhibitors of VEEV 10K pilot screen=5.0
O=C(Nc1cccnc1)c1cccnc1Cl	7%	0%	0.6%	-10%	17%
CCCCn1nnnc1SCC(=O)c1cc(Cl)ccc1OC	-1%	-1%	0.1%	-2%	56%
COc1ccc(-n2c(-c3ccccc3Br)nc3ccccc3c2=O)cc1	-1%	-3%	7.0%	-5%	13%
Cc1ccc2nc3n(c(=O)c2c1)CCCCC3	-9%	-1%	i	0%	-22%
CSc1ccccc1NC(=O)COc1nsnc1N1CCOCC1	2%	-5%	i	1%	5%
NC(=S)N=Nc1c(O)n(Cc2ccc(F)cc2)c2ccccc12	1%	8%	0.7%	-12%	-2%	inhibitors of VEEV 10K pilot screen=0.1
CCc1ccc2oc(=O)cc(CN3CCCCC3)c2c1	2%	-3%	i	-6%	-6%
C=CCn1c(SCC(C)=O)nnc1-c1cc(-c2ccccc2)sc1N	-17%	0%	4.0%	4%	0%
O=C(O)CCCN1C(=O)/C(=C/c2cn(-c3ccccc3)nc2-c2cccs2)SC1=S	/	6%	7.1%	/	/
COc1cc2c(cc1OC)CN(C(=O)c1ccco1)CC2	0%	4%	0.6%	-5%	6%
CCc1ccc(S(=O)(=O)c2ccc(-n3nc(C)cc3N)cc2)cc1	2%	-11%	0.5%	2%	7%
CCN1CCN(c2cc(C)c3cc(NC(=O)c4ccncc4)ccc3n2)CC1	-4%	12%	0.5%	2%	/
CC1CCc2[nH]c3ccc(C(=O)N(C)CC(=O)Nc4cccc(F)c4)cc3c2C1 (stereo not drawn)	1%	-19%	5.3%	-2%	17%
Cc1ccc2nc(N/C(=N/S(=O)(=O)c3ccc(F)cc3)c3ccccc3)sc2c1	-1%	-8%	1.9%	-5%	-4%
Cc1cccc(C(=O)NNC2=CC(=O)CC(C)(C)C2)c1O	-1%	14%	i	12%	-7%
COc1cc(OC)c(OC)cc1CN1CCN(Cc2ccco2)CC1	-7%	-7%	1.8%	-3%	2%
CC(=O)N/C(=C\c1ccccc1)C(=O)OCC(=O)N(C)C1CCCCC1	6%	18%	i	-3%	-5%
COc1ccc2c(c1)[C@H]1[C@H](CO2)[C@H](c2ccccc2)[C@]2(C)C(=O)N[C@@H](C)C(=O)N12	-9%	/	/	/	7%
More records:
SMILES	H37Rv inhibition	H1N1 NS1A inhibition	inhibitors of VEEV	PhoP GFP inhibition	M. tuberculosis	others
CCCCC1SC(N)=NC1=O (stereo not drawn)	/	-1%	1.5%	/	/
Fc1ccccc1/C=N/Nc1cc(N2CCCCC2)ncn1	-3%	-13%	0.5%	-5%	-17%
Cc1ccc(C2=Nc3ccccc3N=C(C(Cl)Cl)C2)cc1	8%	-3%	1.6%	4%	80%
Cc1ccc(-c2nc3ccccc3c(=O)n2-c2cc(C)ccn2)cc1	-9%	8%	1.6%	-12%	7%
CC(=O)c1cc(C#N)c(SCc2ccc([N+](=O)[O-])cc2)nc1C	10%	-2%	5.7%	-5%	-4%
COc1ccc(NS(=O)(=O)c2cc(NC(=O)CCc3ccc(OC)c(OC)c3)ccc2N2CCOCC2)cc1	/	-15%	7.3%	/	/
CN(c1ccc(O)cc1)c1nc(-c2cccs2)cs1	10%	9%	12%	-5%	34%
O=C(Nc1ccc(Cl)c(C(F)(F)F)c1)N1CCCC(O)C1 (stereo not drawn)	1%	0%	1.0%	1%	5%
Cc1ccc(NC(=O)c2ccc3[nH]c(=O)c(=O)[nH]c3c2)nc1	-12%	-1%	2.1%	-1%	-5%
COc1cc(OC)c(C2SCCN2S(=O)(=O)c2ccc(F)cc2)cc1OC (stereo not drawn)	0%	1%	1.8%	-3%	-6%
CCCN(CC(=O)Nc1ccc(Cl)cc1Cl)C(=O)/C=C/c1ccco1	6%	-2%	11%	-3%	47%
Cn1c(Cn2cnc3ccccc32)nc2ccccc21	-7%	-1%	i	-2%	37%
O=C(NC1CCCC1)C(c1cccs1)N(CC1CCCO1)C(=O)Cc1cccs1 (stereo not drawn)	1%	-14%	0.3%	14%	31%
COC(=O)c1cc2occc2n1CC(=O)Nc1cc(OC)cc(OC)c1	0%	5%	i	-6%	-1%
C[C@@H](NC(=O)CN1C(=O)c2ccccc2S1(=O)=O)c1ccccc1	-1%	-6%	1.1%	4%	-2%
S=C(NCCCc1ccccc1)NCc1ccccc1	-7%	-2%	i	1%	?
Cc1ccc(N=Cc2c(O)c3ccccc3oc2=O)cc1F	-1%	-1%	3.1%	-6%	29%
O=C(CSc1nc2ccc(NC(=O)C3CCCCC3)cc2s1)NCC1CCCO1 (stereo not drawn)	?	4%	0.1%	-6%	?
COc1ccc(S(=O)(=O)N2CCCCC2)cc1NC(=O)CSc1ncnc2ccccc12	2%	2%	6.6%	-10%	17%
CCOc1ccccc1N(CC(=O)N/N=C(\C)c1cccc(Br)c1)S(C)(=O)=O	-4%	-15%	9.7%	6%	1%
COC(=O)C1=C(Nc2ccc(OC)cc2)C=C(C)C(C(=O)OC)C1c1ccc(C)cc1 (stereo not drawn)	50%	4%	8.5%	-24%	-9%
CN(CCc1ccccn1)C(=O)CCC1CCCN(C(=O)c2ccsc2)C1 (stereo not drawn)	-4%	7%	i	-10%	-19%
C=CCn1c(SCCCC)nc(O)cc1=O	-6%&2%	2%&6%	0.9%&0.3%	-9%&5%	62%&47%
Nc1nnc(Sc2ccc(Cl)cc2[N+](=O)[O-])s1	-3%	-4%	1.6%	-8%	-16%
Cc1ccccc1Cn1nc(C)c(NC(=O)c2ccccc2)c1C	-10%	9%	i	3%	-5%
O=C(Nc1cccn(Cc2c(Cl)cccc2Cl)c1=O)c1ccccc1Cl	-8%	7%	i	1%	46%

This is a random part of the collection; 1.5% or so of the library scored in one or more.
